Screening results (PubChem BioAssay)
USP2a inh: inhibitors of human ubiquitin-specific protease USP2a. O75604. USP2 core, Ub-CHOP2 coupled fluorogenic reporter, 485/531. Potency, µM (highest dose often 38.3 µM), inactives show at the top dose activity change, negative = inhibition, usual class: inhibitors. 330,000 compounds, 0.01% hits. AID 463254;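 also: potency is read from the fitted curve at half-maximal effect; plate controls were DMSO wells for no effect and full inhibition by NEM control for full effect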
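Deubiquitinase activity read as fluorescence (485/531 nm) after Ub-CHOP2 cleavage activates the enterokinase reporter on its substrate; USP2 core 10nM, Ub-CHOP2 and substrate 25nM each, 30min compound preincubation then 60min RT; data normalized to NEM, curves fitted.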
p53 reactivation: restores transcriptional activity of mutant p53 | H1299 p53-A138V BP100-luciferase reporter, luminescence, 24 h | 320,000 compounds, 0.063% hits | AID 504706 | Potency, µM (doses to about 92.2 µM), without a hit: at the highest dose activity change, positive = activation, most hits filed as activators; also: potency is read from the fitted curve at half-maximal effect; % of control where 0% means no effect; nearly all actives have a fitted effect of over 45% in size
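p53-null H1299 cells stably carrying temperature-sensitive p53-A138V and a BP100-luciferase reporter were pinned with compounds (4-point, 1:5 series) and held 24 hrs at 37 deg C. Luminescence was read 10 min after detection reagent.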
ELG1 genotox: genotoxicity induction in ELG1-luciferase HEK293T cells; AID 504466; 330,000 compounds, 1.3% hits; Potency, µM (top dose mostly 46 µM), for the others: at the top dose activity change, positive = activation, hits mostly activators; HEK293T ELG1-luciferase reporter, luminescence, 16 h; also: potency is read from the fitted curve at half-maximal effect; % of control where 0% means no effect; nearly all actives have a fitted effect of over 60% in size
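DMSO vehicle served as control against compound-treated ELG1-luciferase HEK293T cells; exposure lasted 16 hr at 37 °C and 5% CO2, followed by ONE-Glo luminescence detection after 30 min.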
TSG101-PTAP inh: blocks PTAP/TSG101 interaction to inhibit HIV-1 budding. Q99816. Fluorescence polarization, FITC-PTAP peptide / Tsg101 binding. Potency, µM (series often up to 115 µM), for inactives: top-dose activity change, negative = inhibition, usual class: inhibitors. 340,000 tested, under 10 active; active = well fitted inhibition curve with a large enough effect in the main read-out, with a control signal flat, not every such curve was filed as active; inconclusive = small, poorly fitted or top-dose-only effect, or effect the other way, or a change in a side signal; inactive = no such curve, though single readings can be large or run the other way; also: potency is read from the fitted curve at half-maximal effect; % of control where 0% means no effect
Target sequence (Q99816 whole entry, looked up): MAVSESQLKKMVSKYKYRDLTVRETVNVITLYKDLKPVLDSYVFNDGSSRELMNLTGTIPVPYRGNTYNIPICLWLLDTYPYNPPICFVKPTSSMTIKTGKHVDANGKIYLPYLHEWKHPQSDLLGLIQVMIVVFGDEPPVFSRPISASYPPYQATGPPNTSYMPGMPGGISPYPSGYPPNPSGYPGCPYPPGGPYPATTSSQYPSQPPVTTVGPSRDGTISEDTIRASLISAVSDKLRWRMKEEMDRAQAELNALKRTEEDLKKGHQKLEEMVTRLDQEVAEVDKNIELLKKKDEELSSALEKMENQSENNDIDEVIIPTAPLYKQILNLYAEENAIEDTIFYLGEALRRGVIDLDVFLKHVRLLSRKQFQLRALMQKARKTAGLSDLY
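Fluorescence anisotropy tracks displacement of a FITC-tagged PTAP peptide (50 nM) from the Tsg101 binding domain (10 uM), following a 20 min room-temperature incubation at pH 7.5.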
B2AR arrestin: agonists driving beta-arrestin recruitment to human beta2-adrenergic receptor; P07550; beta-arrestin recruitment to beta2AR, cell-based reporter; Potency, µM (highest dose often 46.1 µM), inactives show top-dose activation, most hits filed as activators; 330,000 compounds, 0.02% hits;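 also: potency is read from the fitted curve at half-maximal effect; 0% = DMSO controls and full agonism = EC100 isoproterenol or metaproterenol; nearly all actives have a fitted effect of over 65% in size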
TRPV1 ag: agonists of human vanilloid receptor 1 (TRPV1); Q8NER1; TRPV1-expressing cells, Fluo-8 calcium influx, agonist mode; 320,000 compounds, 0.19% hits; activation, % at 8.33 µM; in the data active = activation above about 80%; inconclusive = between about 30% and that limit; also: 0% is about no effect
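Fluo-8 calcium influx in TRPV1-expressing cells, kinetic read (ex 480/em 520 nm). Compound added and read 3 min for agonist activity, followed by capsaicin at EC20 final and 2 min further read for enhancement.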
BRCA1 expr act: BRCA1 expression activation; MCF7-BRCA1-FFLuc reporter, luminescence, 48 h; response scale: scaled: vehicle 0%, 10 µM genistein 100%; Potency, µM (series often up to 46.1 µM), for inactives: at the highest dose activation, hits mostly activators; 380,000 compounds, 1.1% hits; AID 624202; also: potency is read from the fitted curve at half-maximal effect; nearly all actives have a fitted effect of over 80% in size; some results filed as inactive show a strong effect at the top dose
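Activators of BRCA1 expression were detected as increased firefly luciferase luminescence in engineered MCF7 cells after 48 h compound incubation. Signals were scaled to genistein 10 microM as full activation.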
S-ASM inh: blocks human secretory acid sphingomyelinase | P17405 | placental ASM, HMU-PC fluorogenic substrate, 60 min | Potency, µM (highest dose often 57.5 µM), for the others: top-dose activity change, negative = inhibition, hits mostly inhibitors | 340,000 compounds, 0.006% hits | AID 504937; also: potency is read from the fitted curve at half-maximal effect
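Fluorogenic HMU-PC substrate (9 uM final) is turned over by placental ASM in 60 min at 37 C after a 10 min compound preincubation. Reaction ended by alkaline stop (pH 10), with fluorescence read at 386/447 nm.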
a7 integrin act: activates integrin-mediated alleviation for muscular dystrophy | Potency, µM (top dose mostly 38.3 µM), for the others: at the highest dose activation, hits mostly activators | alpha7betagal myoblasts, beta-gal FDG fluorescence, 48 h | 350,000 compounds, 0.064% hits | AID 624291;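 also: potency is read from the fitted curve at half-maximal effect; 100% = response of the positive control SU9516; nearly all actives have a fitted effect of over 60% in size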
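alpha7betagal+/- myoblasts (passage 13, 250/well) treated 48 h at 37C with compounds at 1:260 dilution of DMSO stock. Lysed, then beta-galactosidase activity read as FDG fluorescence (ex 480/em 540) after 30 min, with pre-read for autofluorescence.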
Eya2 inh: Eya2 (human) phosphatase inhibition. Potency, µM (series often up to 76.9 µM), for the others: top-dose activity, negative = inhibition, hits mostly inhibitors. 330,000 compounds, 0.006% hits. recombinant Eya2, OMFP fluorescence dephosphorylation (OMFP is methylfluorescein phosphate). O00167; also: potency is read from the fitted curve at half-maximal effect; % is scaled to controls: 0 for no effect and ±100 for the full control effect
Target sequence (O00167 whole entry, looked up): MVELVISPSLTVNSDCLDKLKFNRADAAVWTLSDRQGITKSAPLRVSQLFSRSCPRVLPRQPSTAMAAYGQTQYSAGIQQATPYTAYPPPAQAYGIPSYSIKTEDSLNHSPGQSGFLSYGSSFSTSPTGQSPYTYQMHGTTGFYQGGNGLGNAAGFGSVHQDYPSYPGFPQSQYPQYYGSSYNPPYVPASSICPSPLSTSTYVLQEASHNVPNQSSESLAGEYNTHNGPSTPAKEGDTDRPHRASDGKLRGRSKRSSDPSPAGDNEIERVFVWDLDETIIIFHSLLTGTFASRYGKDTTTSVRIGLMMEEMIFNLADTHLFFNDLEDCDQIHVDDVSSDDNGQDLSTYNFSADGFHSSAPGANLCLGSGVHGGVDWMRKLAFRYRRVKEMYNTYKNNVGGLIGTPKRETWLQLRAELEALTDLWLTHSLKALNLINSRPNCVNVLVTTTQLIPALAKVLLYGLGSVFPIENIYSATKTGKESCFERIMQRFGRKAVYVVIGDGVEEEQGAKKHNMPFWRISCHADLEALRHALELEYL
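Eya2 (0.2 uM) preincubated 10 min at ambient with compound, then OMFP substrate added at 50 uM; 10 min reaction in 50 mM HEPES pH 7.5, 50 mM NaCl, 5 uM MgCl2, 0.05% BSA, 1 mM DTT. Fluorescence read at Ex 485/Em 525 nm.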
uPA generation: blocks generation of uPA at the cell surface. cell surface uPA generation assay, qHTS. Potency, µM (series often up to 38.3 µM), for inactives: at the highest dose activity change, negative = inhibition, usual class: inhibitors. 330,000 compounds, 0.31% hits; active = well fitted inhibition curve with a large enough effect; inconclusive = small, poorly fitted or top-dose-only effect; inactive = no such curve, though single readings can be large or run the other way; tested in mouse RAW 264.7 cells; also: potency is read from the fitted curve at half-maximal effect; % is scaled to controls: 0 for no effect and ±100 for the full control effect; nearly all actives have a fitted effect of over 55% in size
* = called active by the depositor; ? = inconclusive; . = no result given; [ ] = dose if it differs, or a comment. Unless noted, calls follow the shape of the dose curve; as a rule, active = well fitted curve in the direction sought with a large enough effect; inconclusive = small, poorly fitted or top-dose-only effect, or another doubt; inactive = no such curve, though single readings can be large; an effect the other way counts as inactive or inconclusive.

Values run as follows: USP2a inh	p53 reactivation	ELG1 genotox	TSG101-PTAP inh	B2AR arrestin	TRPV1 ag	BRCA1 expr act	S-ASM inh	a7 integrin act	Eya2 inh	uPA generation
- O=C(NC1Cc2ccccc2C1)c1cc(COc2cccc(C(F)(F)F)c2)on1
    4%	14%	-4%	4%	-0.2%	4	-13%	-12%	-13%	5%	-29%
- O=C(CSc1nnc(CNC(=O)c2c(F)cccc2F)o1)NCC1CCCO1 (centres undefined)
    2%	-6%	3%	-2%	0.1%	2	-14%	-1%	2%	1%	5%
- CCCn1cc(S(=O)(=O)c2ccccc2)c(=O)c2cc(OC)c(OC)cc21
    3%	-2%	-1%	3%	0.2%	0	0%	4%	-27%	5%	7%
- COC(=O)c1scc(S(=O)(=O)C(C)C)c1N/N=C(\C#N)C(=O)c1ccc(Cl)cc1
    -1%	1%	-18%	-11%	0.0%	1	-59%	-6%	12%	-3%	12%
- O=C(O)c1ccccc1C(=O)Nc1cc(C(F)(F)F)ccc1N1CCCC1
    -1%	14%	-2%	-5%	-0.1%	?	-2%	-5%	1%	2%	4%
- CCN(CC)CC#CC(C)OCOCC#CCOC (centres undefined)
    1%	2%	0%	-10%	-0.1%	-1	9%	4%	20%	-8%	2%
- CCOC(=O)C1=C(C)N(c2ccccc2)C(=O)/C1=C\c1ccco1
    -4%	11%	1%	-11%	1.9%	25	-26%	-18%	-33%	2%	-6%
- CCOC(=O)c1cn(Cc2cccc(Cl)c2)nn1
    2%	-3%	1%	0%	0.5%	6	7%	0%	-3%	-1%	-1%
- O=C(Nc1ccccc1OC(F)F)C1CCCN1C(=O)c1cccs1 (centres undefined)
    1%	-5%	0%	-11%	-0.3%	5	-11%	5%	1%	3%	-5%
- Cc1ccc(NC(=O)CSCc2c(C)noc2C)cc1C
    2%	-2%	-3%	-1%	0.2%	0	6%	4%	12%	31%	-1%
- CC1(C)Cc2c(sc3nc(SCC(=O)N4CCOCC4)nc(N)c23)CO1
    2%	9%	10%	-2%	0.5%	-1	10%	2%	-6%	1%	-3%
- CCC(=O)Nc1nnc(SCC(=O)Nc2ccc(F)cc2)s1
    2%	1%	-8%	-6%	-0.6%	0	-39%	3%	21%	-12%	5%
- COc1ccc(-c2csc3ncnc(N4CCN(c5cccc(OC)c5)CC4)c23)cc1
    2%	-14%	-19%	-4%	-0.3%	-5	-11%	-4%	0%	8%	4%
- Cc1cc(C)c(NC(=O)c2cc(S(=O)(=O)N3CCOCC3)ccc2F)c(C)c1
    0%	-5%	0%[9.26 µM]	-4%	0.0%	29	2%	0%	3%	7%	5%
- COc1ccc(/C=N/NC(=O)c2snnc2C)c(OC)c1OC
    3%	0%	0%	2%	-0.4%	-2	-4%	-4%	0%	2%	2%
- O=C(COC(=O)COc1ccc(Cl)cc1)Nc1ccc2c(c1)OCCO2
    -5%	4%	-4%	-2%	0.0%	20	5%	-2%	11%	-3%	-7%
- CCc1ccc(C(O)(C(C)C)C(CN2CCOCC2)c2ccccc2)cc1 (centres undefined)
    -7%	-2%	-7%	-1%	-0.3%	?	4%	0%	24%	?	-10%
- Cc1oc2ccc(OC(=O)c3cccs3)cc2c1C(=O)OC(C)C
    1%	19%	6%	1%	-0.8%	19	82%	-3%	?	1%	3%
- CSCC[C@H](NC(=O)c1ccc(Br)o1)c1nnc2ccccn12
    2%	6%	0%	-1%	0.3%	1	-1%	0%	18%	0%	-14%
- c1ccc(-n2c(SCC3CCCCO3)nnc2-c2cnccn2)cc1 (centres undefined)
    .	.	.	0%	.	0	-10%	2%	0%	.	2%
- O=C1NCCN(Cc2ccc(F)cc2)C1CC(=O)N1CC=C(c2ccccc2)CC1 (centres undefined)
    0%	0%	-5%	-15%	-0.1%	6	7%	17%	9%	22%	2%
- CCOc1ncccc1C(=O)Nc1cc2c(cc1Br)OCCO2
    -3%	?	3%	-1%	0.0%	.	19%	-7%	-4%	2%	?
- Cc1ccc(C)n1NC(=O)c1ccccc1Cl
    3%	-1%	-1%	-5%	0.3%	1	-13%	2%	-2%	-29%	-7%
- O=Cc1c(N2CCCCC2)nc2ccccn2c1=O
    -2%	1%	-5%	-5%	0.3%	-5	4%	-1%	-10%	12%	4%
- O=C(CSc1nc(-c2ccco2)cc(C(F)(F)F)n1)N1CCCc2ccccc21
    3%	2%	-3%	-1%	-0.1%	2	-40%	-5%	23%	0%	11%
- O=S(=O)(NCc1ccccn1)c1ccc2ccccc2c1
    0%	6%	1%	-12%	2.4%	7	34%	5%	7%	-2%	-1%
- Cn1c(N)c(S(=O)(=O)NCc2ccccc2)c(=O)n(C)c1=O
    .	.	.	0%	.	.	10%	7%	15%	.	-17%
- COc1cccc(CN(C)C(=O)c2csc3c2CCCC3)c1OC
    -2%	6%	-8%	0%	-0.5%	11	33%	-1%	24%	1%	-4%
- CCC1(C)Cc2c(sc3nnn(Cc4ccccc4Cl)c(=O)c23)CO1 (centres undefined)
    -1%	7%	-9%	2%	-1.1%	26	-30%	-6%	-24%	2%	.
- CC1CCN(C(=O)c2[nH]cnc2C(=O)N[C@@H](C)C(=O)OCc2ccccc2)CC1
    -9%	-2%	5%	-1%	3.2%	8	11%	-5%	-18%	5%	?

Next section:
Values run as follows: USP2a inh	p53 reactivation	ELG1 genotox	TSG101-PTAP inh	B2AR arrestin	TRPV1 ag	BRCA1 expr act	S-ASM inh	a7 integrin act	Eya2 inh	uPA generation
- CN(C)CCN(Cc1ccccc1)S(=O)(=O)c1ccc(-c2ccc(=O)[nH]n2)s1
    2%	22%	-3%	0%	-0.1%	10	-8%	1%	-30%	0%	-2%
- Cc1ccc(C(=O)NC(C)c2nnc(SCC(=O)NC3CCCC3)n2C)cc1 (centres undefined)
    -1%	-6%	1%	-1%	-0.1%	-2	0%	2%	-16%	-15%	3%
- CC(C)(C)Nc1nc(Cl)nc(Nc2ccccc2)n1
    1%	?	?	-1%	1.1%	26	11µM*	-1%	0%	-2%	-5%
- NC(=O)N/N=C/c1c(Sc2nnnn2-c2ccccc2)nc2ccccn2c1=O
    2%	-13%	-15%	-2%	-0.7%	.	-57%	79%[activator]	-26%	9%	-16%
- Fc1cccc(CSc2ncnc3c2oc2ccccc23)c1
    0%	-4%	?	-2%	0.0%	5	0%	-15%	2%	5%	.
- COC(=O)c1ccc(CN2CCN(CC=C(C)C)C(CCO)C2)cc1 (centres undefined)
    0%	1%	2%	-1%	0.1%	-3	0%	-1%	-22%	3%	0%
- CCCCC(=O)Nc1ccc(NC(=S)NC(=O)CC)cc1OC
    3%	-1%	0%	-1%	-0.2%	-2	7%	10%	31%	2%	0%
- CC(NC(=O)CN(C)S(=O)(=O)c1ccc(F)cc1)C1CC2CCC1C2 (centres undefined)
    2%	-7%	2%	-4%	0.4%	?	-10%	3%	1%	9%	2%
- COCc1cc(C(C)=O)ccc1OC
    1%	3%	1%	-3%	-1.0%	0	-15%	0%	3%	-9%	-1%

6 structures from above, arranged by count of non-hydrogen atoms, ascending.
Values run as follows: USP2a inh	p53 reactivation	ELG1 genotox	TSG101-PTAP inh	B2AR arrestin	TRPV1 ag	BRCA1 expr act	S-ASM inh	a7 integrin act	Eya2 inh	uPA generation
- COCc1cc(C(C)=O)ccc1OC
    1%	3%	1%	-3%	-1.0%	0	-15%	0%	3%	-9%	-1%
- Fc1cccc(CSc2ncnc3c2oc2ccccc23)c1
    0%	-4%	?	-2%	0.0%	5	0%	-15%	2%	5%	.
- CCCCC(=O)Nc1ccc(NC(=S)NC(=O)CC)cc1OC
    3%	-1%	0%	-1%	-0.2%	-2	7%	10%	31%	2%	0%
- CC(NC(=O)CN(C)S(=O)(=O)c1ccc(F)cc1)C1CC2CCC1C2 (centres undefined)
    2%	-7%	2%	-4%	0.4%	?	-10%	3%	1%	9%	2%
- CN(C)CCN(Cc1ccccc1)S(=O)(=O)c1ccc(-c2ccc(=O)[nH]n2)s1
    2%	22%	-3%	0%	-0.1%	10	-8%	1%	-30%	0%	-2%
- NC(=O)N/N=C/c1c(Sc2nnnn2-c2ccccc2)nc2ccccn2c1=O
    2%	-13%	-15%	-2%	-0.7%	.	-57%	79%[activator]	-26%	9%	-16%
